CHRM4 PAM: positive allosteric modulators of human muscarinic M4 receptor; P08173; CHO-K1 hM4/Gqi5, Fluo-8 calcium fluorescence, ACh EC20; 0% = ACh EC20, 100% = maximal ACh; activation, % at 3 µM; actives 0.4% (n = 360,000);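 active = activation above its plate's cutoff, the mean activation of sample wells plus 3 SD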; note: some results filed as inactive read as strong as hits
Target sequence (P08173 whole entry, looked up): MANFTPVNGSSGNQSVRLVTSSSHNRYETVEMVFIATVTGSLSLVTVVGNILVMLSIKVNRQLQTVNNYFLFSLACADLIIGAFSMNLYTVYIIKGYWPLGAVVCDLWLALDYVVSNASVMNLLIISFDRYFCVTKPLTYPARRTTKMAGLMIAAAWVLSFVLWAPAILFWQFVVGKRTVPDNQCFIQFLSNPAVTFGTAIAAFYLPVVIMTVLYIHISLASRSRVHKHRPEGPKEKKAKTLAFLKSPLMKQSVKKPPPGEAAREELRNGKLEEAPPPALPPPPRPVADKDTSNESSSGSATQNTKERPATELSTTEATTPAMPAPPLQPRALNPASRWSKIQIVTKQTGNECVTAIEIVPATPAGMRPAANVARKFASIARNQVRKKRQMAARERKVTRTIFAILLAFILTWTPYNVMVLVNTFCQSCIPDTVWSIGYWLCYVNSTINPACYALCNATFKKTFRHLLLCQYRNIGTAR
M5 antag: antagonists of human muscarinic M5 receptor (CHRM5); CHO-hM5 cells, Fluo-8 calcium fluorescence, ACh EC80; inhibition, % at 3 µM; actives 0.59% (n = 360,000); AID 624040;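 active = inhibition above a per-plate cutoff, the mean of that plate's test compounds plus 3 SD, cut at about 27% in these data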;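 note: 0% = acetylcholine EC80 with DMSO and 100% = DMSO without agonist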
TAAR1 antag: human TAAR1 antagonism; CHO RD-HGA16 TAAR1, Fluo-8 calcium fluorescence, antagonist; inhibition, % at 3 µM; actives 1.5% (n = 360,000);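 active = inhibition above a per-plate cutoff, the mean inhibition of test compounds on that plate plus 3 SD, cut at about 49% in these data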;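 note: 0% = DMSO plus EC80 beta-PEA response and 100% = DMSO alone without agonist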
Target sequence (Q96RJ0 whole entry, looked up): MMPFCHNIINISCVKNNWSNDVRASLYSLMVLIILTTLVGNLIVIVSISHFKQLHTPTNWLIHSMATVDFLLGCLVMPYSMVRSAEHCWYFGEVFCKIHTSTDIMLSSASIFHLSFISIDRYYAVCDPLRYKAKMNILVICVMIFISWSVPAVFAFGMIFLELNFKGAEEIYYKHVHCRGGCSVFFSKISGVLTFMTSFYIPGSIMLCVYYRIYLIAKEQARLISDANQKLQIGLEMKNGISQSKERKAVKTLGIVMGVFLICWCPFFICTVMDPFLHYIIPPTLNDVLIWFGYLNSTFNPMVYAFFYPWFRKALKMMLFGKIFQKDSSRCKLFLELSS
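Test system: RD-HGA16 CHO cells with stable hTAAR1 and Gα16 / Probe or stimulus: EC80 β-phenethylamine stimulus / Times: seeding 17-24 h prior, 75-min 37 °C, 30-min RT dye loading / Detection: Fluo-8 calcium-sensitive fluorescence / Read-out basis: % inhibition scaled between DMSO and EC80 PEA controls / Repeats: singlicate, one well per test compound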
CRFBP-R2 agonist: agonists of human CRF-binding protein/CRF-R2 receptor complex. AID 588473. HEK293 CRF-R2/CRF-BP, calcium dye fluorescence (FLIPR); percent of saturating CRF peptide response. activation, % at 13.2 µM. actives 0.46% (n = 350,000);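 active = activation of at least 50%, plus an integration ratio under a set limit after plate pattern correction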;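 note: plate controls were neutral control wells without compound for no effect and CRF at EC100 for full effect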
CRFBP-R2 block: CRF-BP/CRF-R2 complex antagonism | inhibition, % at 11.8 µM | actives 0.59% (n = 350,000) | AID 588475 | HEK293 CRF-R2/CRF-BP, CRF-induced calcium fluorescence;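 active = inhibition of the ligand-induced calcium signal above about 50% at the single tested concentration, limit read from the data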
M1 PAM parental: nonselective activator or artifact in parental CHO-K1 calcium assay; ATP EC20, Fluo-8 calcium fluorescence; 0% at ATP EC20, 100% at ATP max; actives 0.02% (n = 360,000); activation, % at 3 µM;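 active = activation above the run cutoff, the mean activation of all test compounds plus 3 SD, cut at about 40% in these data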;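 note: peak over basal fluorescence ratio in a 140 s read after ATP addition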
M5 PAM: potentiates acetylcholine response at human M5 receptor. P08912. activation, % at 3 µM. AID 624038. CHO-K1 hM5, Fluo-8 calcium, ACh EC20 PAM; 0% = ACh EC20, 100% = ACh EC100. actives 0.3% (n = 360,000);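 active = activation above the run cutoff, the mean activation of all test compounds plus 3 SD, cut at about 18% in these data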
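Measured by: Fluo-8 calcium fluorescence; material: human M5 receptor in CHO-K1 cells; schedule: Post-acetylcholine fluorescence recording 140 s; benchmarks: low control EC20 acetylcholine (0%), high control EC100 acetylcholine (100%); read-out: Max/basal fluorescence ratio as % of EC20–EC100 ACh window; compound: single dose, 3 µM nominal final test concentration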
M5 ag: agonists of human muscarinic M5 receptor (CHRM5); P08912; CHO-K1 hM5 cells, Fluo-8 calcium fluorescence; 0% DMSO wells, 100% maximal acetylcholine response; activation, % at 3 µM; actives 0.19% (n = 360,000); AID 624037;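 active = activation above the run's mean over test compounds plus 3 SD, cut at about 23% in these data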;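 note: signal is peak over basal fluorescence ratio across the kinetic read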
TAAR1 ag: human TAAR1 agonism; CHO RD-HGA16 TAAR1, Fluo-8 calcium fluorescence; vehicle wells 0%, saturating PEA agonist 100%; activation, % at 3 µM; actives 0.99% (n = 360,000); AID 624467;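 active = activation above the mean activation of all test compounds in the run plus 3 SD, cut at about 38% in these data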
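test system = CHO RD-HGA16 cells carrying human TAAR1 plus Gα16 | schedule = 17-24 h seeding, 75 min 37 °C dye, 30 min RT | compound dosing = 3 µM single concentration | control set = DMSO and PEA EC100 | replicates = n 1 | signal = Fluo-8 fluorescence, 5 s baseline then 140 s kinetic read | measure = percent activation vs PEA EC100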
The depositor's hits bear a star; nt = no result given.

SMILES	CHRM4 PAM	M5 antag	TAAR1 antag	CRFBP-R2 agonist	CRFBP-R2 block	M1 PAM parental	M5 PAM	M5 ag	TAAR1 ag
Cc1cccc2sc(NC(=O)CCNC(=O)c3ccco3)nc12	1	1	10	-3.7	19	16	0	3	12
CCOC(=O)Cn1nc(C)c2c1CCCC2=O	1	-1	7	0.3	-8	-3	0	-2	10
CC(c1ccccc1)n1c(N2CCNCC2)nc2c1c(=O)[nH]c(=O)n2C (stereo not drawn)	0	-3	-7	-3.8	6	-17	8	1	6
COc1cc(C2c3sc(=O)[nH]c3SC3C(=O)N(c4ccc(Br)cc4)C(=O)C32)ccc1O (stereo not drawn)	-5	-10	25	0.8	3	10	8	6	2
O=S(=O)(c1ccc(F)cc1)N1CCN(c2ncnc3c2cnn3-c2ccccc2)CC1	11	-1	-4	3.6	-2	13	3	3	6
COC(=O)c1cccc2c1C(=O)c1cc([N+](=O)[O-])ccc1-2	0	14	-1	-1.0	17	12	-4	-1	1
CCC(=O)Nc1ccc(C(=O)COC(=O)c2nc3nccc(C)n3n2)cc1	4	2	-20	-0.1	0	14	8	2	0
COc1ccc(C)cc1N(C(=O)c1snc(C(N)=O)c1N)C(C(=O)NC1CCCCC1)c1ccc(C)o1 (stereo not drawn)	-4	-5	3	-1.3	3	1	4	3	-3
Cc1ccc(CS(=O)(=O)CCC(=O)NCc2ccc3c(c2)OCO3)cc1	-3	-3	-12	-2.9	19	6	3	-1	3
Cc1ccc(Nc2c(F)c(F)c(F)c(F)c2C(=O)O)c(C)c1	-3	1	-14	-1.9	24	-10	0	0	13
Cc1cc(C)cc(N2CCCn3c2nc2c3c(=O)n(CCN3CCOCC3)c(=O)n2C)c1	0	-3	-24	-1.3	7	11	-8	-8	1
C[C@H]1CN([C@@H](C)CO)C(=O)CCCn2nncc2CO[C@@H]1CN(C)S(=O)(=O)c1cccc(F)c1	2	-11	-23	-0.8	20	13	7	-4	1
Cc1ccc(S(=O)(=O)NCCC(=O)NCc2ccc3c(c2)OCO3)cc1C	-2	-2	-2	-0.5	-7	0	-8	-9	13
O=C(CSc1nnc(-c2ccccc2)o1)c1nnc(-c2ccccc2)o1	8	-6	9	1.4	-8	18	11	-2	6
O=C(OCCN1CCN(C2=NS(=O)(=O)c3ccccc32)CC1)c1cccc(Br)c1	-2	3	-2	0.8	7	2	-1	-3	2
NC(=O)NC(CC(=O)NCCCc1ccccc1)c1ccccc1Cl (stereo not drawn)	12	8	-1	-0.1	-12	25	-1	-4	1
Cc1ccc2[nH]c3c(c2c1)CN(C(=O)CN1CC(C)OC(C)C1)CC3 (stereo not drawn)	2	5	11	24	6	12	1	-3	14
CCc1nc2c(OCC(=O)c3ccc(F)cc3)cccn2c1N(C)C(=O)C(C)C	-1	0	-11	nt	nt	17	1	-1	2
O=C(Nc1cccc(C(=O)O)c1)/C(=C/c1cccc([N+](=O)[O-])c1)NC(=O)c1cccc(Br)c1	14	-4	-17	-1.4	3	-8	11	4	0
O=C(c1c(F)cccc1F)N1CCN(S(=O)(=O)c2ccc3c(c2)OCCO3)CC1	1	15	18	0.1	12	10	-2	3	4
COc1ccc(OC)c(C(=O)c2ccc(C(=O)c3cc(OC)ccc3OC)cc2)c1	-4	2	-11	-1.2	25	5	-3	1	16
CN(C)c1ccc(NC(=O)Nc2cccc(Cl)c2)cc1	-12	8	43	-0.4	6	4	-15	6	31
CCCn1c(C)cc(/C=C(\C#N)C(=O)OCC(=O)N(CC)c2c(N)n(Cc3ccccc3)c(=O)[nH]c2=O)c1C	12	4	-20	5.6	-5	-12	4	3	6
Cc1nc(NC(=O)C2CC3CCCC(C2)C3=O)sc1C (stereo not drawn)	4	-4	1	-0.3	-28	1	2	-1	1
CCN1C(=O)C(=O)N(CC(=O)N2CCN(c3ccccc3)CC2)C1=O	-3	2	1	-1.7	2	4	0	2	-1

Taken from above.
In M1 PAM parental, Cc1ccc(S(=O)(=O)NCCC(=O)NCc2ccc3c(c2)OCO3)cc1C has the entry 0
In M5 PAM, CCN1C(=O)C(=O)N(CC(=O)N2CCN(c3ccccc3)CC2)C1=O has the entry 0
In CHRM4 PAM, Cc1ccc2[nH]c3c(c2c1)CN(C(=O)CN1CC(C)OC(C)C1)CC3 (stereo not drawn) has the entry 2
In M5 ag, CC(c1ccccc1)n1c(N2CCNCC2)nc2c1c(=O)[nH]c(=O)n2C (stereo not drawn) has the entry 1
In CHRM4 PAM, Cc1cc(C)cc(N2CCCn3c2nc2c3c(=O)n(CCN3CCOCC3)c(=O)n2C)c1 has the entry 0

Back to the main list, repeating the five entries before the break.
SMILES	CHRM4 PAM	M5 antag	TAAR1 antag	CRFBP-R2 agonist	CRFBP-R2 block	M1 PAM parental	M5 PAM	M5 ag	TAAR1 ag
COc1ccc(OC)c(C(=O)c2ccc(C(=O)c3cc(OC)ccc3OC)cc2)c1	-4	2	-11	-1.2	25	5	-3	1	16
CN(C)c1ccc(NC(=O)Nc2cccc(Cl)c2)cc1	-12	8	43	-0.4	6	4	-15	6	31
CCCn1c(C)cc(/C=C(\C#N)C(=O)OCC(=O)N(CC)c2c(N)n(Cc3ccccc3)c(=O)[nH]c2=O)c1C	12	4	-20	5.6	-5	-12	4	3	6
Cc1nc(NC(=O)C2CC3CCCC(C2)C3=O)sc1C (stereo not drawn)	4	-4	1	-0.3	-28	1	2	-1	1
CCN1C(=O)C(=O)N(CC(=O)N2CCN(c3ccccc3)CC2)C1=O	-3	2	1	-1.7	2	4	0	2	-1
COc1ccccc1NC(=O)Nc1cccc(NC(C)=O)c1	10	1	-16	1.0	14	11	3	-4	7
C#CCCCCCCCCC(=O)NCCCC	18	-24	12	0.1	12	16	4	-6	5
CC(C)C[C@@H](CN1CCCC1CN1C(=S)NC[C@@H]1Cc1ccccc1)N1C[C@H](Cc2ccccc2)N(CC2CCCCCC2)C1=S (stereo partly drawn)	5	-5	-16	nt	nt	-11	-2	2	8
Cc1cccc(C)c1NC(=O)C1(N2CCN(C(=O)c3ccco3)CC2)CCCCC1	-3	3	-2	-1.1	1	-1	-5	0	1
CSCCC(NC(=O)c1ccccc1)C(=O)OCC(=O)NCc1ccco1 (stereo not drawn)	1	8	-6	-0.6	-6	-18	-5	5	1
CC(Oc1ccc(Cl)cc1Cl)/C(N)=N/O (stereo not drawn)	2	2	-21	-1.3	-24	1	-1	-2	0
COc1ccc(S(=O)(=O)Nc2nc3ccccc3nc2NCc2ccc3c(c2)OCO3)cc1	2	-2	-4	-1.4	57*	2	-3	-1	0
COCCNC(=O)Cn1nc(Cc2ccncc2)c2ccccc2c1=O	-3	24	-3	1.2	-5	-10	-5	-2	-1
Nc1ccc2c(c1)C(=O)c1cc([N+](=O)[O-])ccc1-2	-1	18	-4	-3.2	25	15	-6	-3	-1
COc1ccc(CC(=O)NC(=S)Nc2ccc(S(N)(=O)=O)cc2)cc1	-5	11	28	28	-52	7	-8	18	81*
Cc1cc(Nc2n[nH]c(N)c2C#N)ccc1F	-2	-4	-9	0.0	-11	9	-2	1	9
CCOC(=O)[C@]12CCC=C1N(Cc1ccccc1)C(=O)[C@H](CC(=O)NCc1ccc(C)o1)C2	2	-8	-16	nt	nt	-4	0	2	0
O=C(NCCN1CCN(c2ccc([N+](=O)[O-])cc2)CC1)NCc1ccccc1	-11	5	-3	2.8	4	9	-7	-1	13
CCN(CC(=O)Nc1ccc(C)c(S(=O)(=O)N(C)C)c1)Cc1ccccc1	-1	8	-4	-1.6	18	8	-1	-1	-1
COc1ccccc1OCCCn1c(=O)oc2ccc(C)cc21	11	8	9	-5.0	24	-2	-4	-12	4
NC(=O)c1nc(C2CCCCC2)nc2c1[nH]c(=O)n2-c1ccc(F)cc1	8	0	-32	0.3	3	8	-1	0	1
Cc1nccn1CCC(=O)NC1CC(C)(C)Cc2c1cnn2-c1ccccc1 (stereo not drawn)	6	-3	-3	-1.4	-10	10	-1	-1	2
COc1ccc(S(=O)(=O)Oc2cc(C(=S)N3CCOCC3)ccc2OC)cc1	-6	22	-17	-0.2	4	-13	-9	-1	5
COC(=O)c1[nH]c2ccc(C)cc2c1NS(=O)(=O)c1ccc(F)cc1	-7	13	-3	-1.7	-6	4	-1	-4	17
COC(=O)c1cccc(COC(=O)c2cc3ccccc3oc2=O)c1	-2	-6	-1	-2.1	10	18	1	4	1
CCOc1cc(C(=O)Nn2cnnc2)cc(OCC)c1OCC	3	3	21	-0.6	-1	6	3	11	4
CCOc1cc(S(=O)(=O)NCc2ccccc2)c(OCC)cc1-n1cnnn1	0	2	-4	-2.7	11	1	1	4	3
CN1CCN(C2CN(C3CCCCC3)S(=O)(=O)C2)CC1 (stereo not drawn)	-2	0	-7	nt	nt	11	-3	2	0
Cc1ccc(C(=O)CC(C(=O)O)n2cccn2)cc1 (stereo not drawn)	0	3	9	-0.5	-6	14	-3	-1	12
C=CCn1c(O)c(C2=c3ccccc3=NC2=O)c2ccccc21	-13	20	27	17	-6	22	-1	8	64*
CC(C(=O)C12CC3CC(CC(C3)C1)C2)N1CCOCC1 (stereo not drawn)	-4	-4	-1	0.8	2	22	5	4	2
O=C(NCC1CCCN(C(=O)c2cscn2)C1)c1ccccc1Cl (stereo not drawn)	-2	10	1	0.8	0	1	-7	-1	3

Arranged by value in CRFBP-R2 agonist (ascending): some entries from above
| smiles | CHRM4 PAM | M5 antag | CRFBP-R2 agonist | CRFBP-R2 block | M5 PAM | M5 ag |
| --- | --- | --- | --- | --- | --- | --- |
| CC(c1ccccc1)n1c(N2CCNCC2)nc2c1c(=O)[nH]c(=O)n2C (stereo not drawn) | 0 | -3 | -3.8 | 6 | 8 | 1 |
| C[C@H]1CN([C@@H](C)CO)C(=O)CCCn2nncc2CO[C@@H]1CN(C)S(=O)(=O)c1cccc(F)c1 | 2 | -11 | -0.8 | 20 | 7 | -4 |
| C#CCCCCCCCCC(=O)NCCCC | 18 | -24 | 0.1 | 12 | 4 | -6 |
